Assay outcomes: PubChem BioAssay, several laboratories
TAAR1 ag = agonists of human TAAR1; CHO RD-HGA16 TAAR1, Fluo-8 calcium fluorescence; vehicle wells 0%, saturating PEA agonist 100%; activation, % at 3 µM; 360,000 compounds, 0.99% hits; AID 624467;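 active = activation above the mean activation of all test compounds in the run plus 3 SD, cut at about 38% in these data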
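Signal – calcium-sensitive Fluo-8 signal, excitation 470-495, emission 515-575 nm · System – RD-HGA16 (CHO) cells co-expressing Gα16 and hTAAR1 · Incubation – 17-24 h seeding, 75 min 37 °C dye, 30 min RT · Compound dosing – 3 µM single concentration · Repeats – no replicates (n 1)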
TAAR1 antag = human TAAR1 antagonism; 360,000 compounds, 1.5% hits; inhibition, % at 3 µM; AID 624466; CHO RD-HGA16 TAAR1, Fluo-8 calcium fluorescence, antagonist;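 active = inhibition above a per-plate cutoff, the mean inhibition of test compounds on that plate plus 3 SD, cut at about 49% in these data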;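 also: 0% = DMSO plus EC80 beta-PEA response and 100% = DMSO alone without agonist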
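Assay system: CHO-derived RD-HGA16 cells stably expressing human TAAR1 plus Gα16. Timing: 140 s kinetic read after compound, 140 s after agonist. Technique: kinetic Fluo-8 calcium fluorescence measurement. Measure: % inhibition of agonist calcium response.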
CRFR2-BP antag = CRF-BP/CRF-R2 complex antagonism; HEK293 CRF-R2/CRF-BP, CRF-induced calcium fluorescence; inhibition, % at 11.8 µM; 350,000 compounds, 0.59% hits;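 active = inhibition of the ligand-induced calcium signal above about 50% at the single tested concentration, limit read from the data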
CRFBP-R2 agonist = agonists of human CRF-binding protein/CRF-R2 receptor complex. activation, % at 13.2 µM. 350,000 compounds, 0.46% hits. AID 588473. HEK293 CRF-R2/CRF-BP, calcium dye fluorescence (FLIPR); percent of saturating CRF peptide response;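 active = activation of at least 50%, plus an integration ratio under a set limit after plate pattern correction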;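 also: plate controls were neutral control wells without compound for no effect and CRF at EC100 for full effect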
CHO-K1 Ca PAM = counter-screen for M1 PAMs: effect in parental CHO-K1 cells; AID 602247; ATP EC20, Fluo-8 calcium fluorescence; 0% at ATP EC20, 100% at ATP max; 360,000 compounds, 0.02% hits; activation, % at 3 µM;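 active = activation above the run cutoff, the mean activation of all test compounds plus 3 SD, cut at about 40% in these data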;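 also: peak over basal fluorescence ratio in a 140 s read after ATP addition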
M5 PAM = CHRM5 positive allosteric modulation; P08912; CHO-K1 hM5, Fluo-8 calcium, ACh EC20 PAM; 0% = ACh EC20, 100% = ACh EC100; activation, % at 3 µM; 360,000 compounds, 0.3% hits;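 active = activation above the run cutoff, the mean activation of all test compounds plus 3 SD, cut at about 18% in these data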
Target sequence (P08912 whole entry, looked up): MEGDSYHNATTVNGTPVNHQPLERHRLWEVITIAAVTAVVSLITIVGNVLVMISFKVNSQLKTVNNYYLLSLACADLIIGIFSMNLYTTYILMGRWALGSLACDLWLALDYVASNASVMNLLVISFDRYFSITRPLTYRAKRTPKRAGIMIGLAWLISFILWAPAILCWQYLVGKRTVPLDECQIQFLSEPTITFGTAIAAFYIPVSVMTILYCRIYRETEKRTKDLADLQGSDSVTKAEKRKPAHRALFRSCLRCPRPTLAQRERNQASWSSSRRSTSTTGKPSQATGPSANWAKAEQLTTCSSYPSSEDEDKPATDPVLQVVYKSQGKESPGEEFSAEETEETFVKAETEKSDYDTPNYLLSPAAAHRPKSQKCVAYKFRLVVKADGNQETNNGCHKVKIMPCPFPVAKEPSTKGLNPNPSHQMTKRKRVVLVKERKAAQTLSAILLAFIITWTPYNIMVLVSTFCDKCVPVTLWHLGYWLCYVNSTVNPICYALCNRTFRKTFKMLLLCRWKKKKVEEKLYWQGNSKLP
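Probe or stimulus: acetylcholine, EC20 level; Assay system: human M5 receptor in CHO-K1 cells; Schedule: compound preincubation 140 s before EC20 acetylcholine addition; Technique: intracellular calcium via Fluo-8 fluorescence; Dosing: single-point, 3 µM nominal; Read-out basis: percent activation from peak-over-basal fluorescence ratio, scaled EC20-to-EC100 acetylcholine; Repeats: one well per compound, no replicates.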
M5 ag = CHRM5 agonism in calcium assay. activation, % at 3 µM. CHO-K1 hM5 cells, Fluo-8 calcium fluorescence; 0% DMSO wells, 100% maximal acetylcholine response. 360,000 compounds, 0.19% hits;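 active = activation above the run's mean over test compounds plus 3 SD, cut at about 23% in these data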;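 also: signal is peak over basal fluorescence ratio across the kinetic read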
CHRM4 PAM = positive allosteric modulators of human muscarinic M4 receptor. activation, % at 3 µM. CHO-K1 hM4/Gqi5, Fluo-8 calcium fluorescence, ACh EC20; 0% = ACh EC20, 100% = maximal ACh. 360,000 compounds, 0.4% hits. P08173;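 active = activation above its plate's cutoff, the mean activation of sample wells plus 3 SD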; also: some results filed as inactive read as strong as hits
Target sequence (P08173 whole entry, looked up): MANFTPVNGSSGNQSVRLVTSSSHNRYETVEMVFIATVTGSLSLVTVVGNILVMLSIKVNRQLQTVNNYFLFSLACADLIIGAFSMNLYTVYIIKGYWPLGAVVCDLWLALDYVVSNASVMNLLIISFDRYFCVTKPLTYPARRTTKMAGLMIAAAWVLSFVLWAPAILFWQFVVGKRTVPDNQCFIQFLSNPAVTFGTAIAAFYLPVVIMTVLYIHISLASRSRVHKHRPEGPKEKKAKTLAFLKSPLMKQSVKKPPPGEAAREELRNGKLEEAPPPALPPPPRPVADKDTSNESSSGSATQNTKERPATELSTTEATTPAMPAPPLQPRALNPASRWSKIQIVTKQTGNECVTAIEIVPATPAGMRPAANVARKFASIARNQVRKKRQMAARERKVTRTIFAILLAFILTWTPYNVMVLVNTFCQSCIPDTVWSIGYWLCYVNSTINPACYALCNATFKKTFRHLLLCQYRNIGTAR
M5 antag = blocks acetylcholine activation of human M5 receptor. CHO-hM5 cells, Fluo-8 calcium fluorescence, ACh EC80. 360,000 compounds, 0.59% hits. P08912. inhibition, % at 3 µM;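 active = inhibition above a per-plate cutoff, the mean of that plate's test compounds plus 3 SD, cut at about 27% in these data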;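 also: 0% = acetylcholine EC80 with DMSO and 100% = DMSO without agonist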
The depositor's hits bear a star; / = no result given.

SMILES	TAAR1 ag	TAAR1 antag	CRFR2-BP antag	CRFBP-R2 agonist	CHO-K1 Ca PAM	M5 PAM	M5 ag	CHRM4 PAM	M5 antag
COC(=O)C1CN(C(=O)COc2ccc(C)c(C)c2)c2ccccc2O1 (stereo not drawn)	8	4	1	-0.5	-12	-4	-2	-3	8
Cc1nnsc1C(=O)N1CCC(CO)(Cc2ccccc2Cl)CC1	-2	3	-16	2.2	18	-1	1	-9	6
CCCCn1c(N)c(N(CCOC)C(=O)COC(=O)/C=C/c2ccc(Br)cc2)c(=O)[nH]c1=O	0	-21	2	0.2	10	1	2	-1	6
Cc1ccc(-c2nn(-c3ccccc3)cc2/C=C2\SC(=S)N(CC(=O)O)C2=O)cc1	0	-8	15	-1.6	12	1	4	-2	-3
CC(C)(C)c1cc(CCC(=O)NN)cc(C(C)(C)C)c1O	-1	-12	-1	-0.1	15	3	0	-3	4
Cc1ccc(N=C2NC(=O)/C(=C\c3ccsc3)S2)c(C)c1	1	28	-37	-1.4	27	-10	-5	12	-1
Cc1ccc(C(=O)/C=C/Nc2cccc([N+](=O)[O-])c2)o1	-1	-15	-24	-1.7	7	0	-1	1	2
CCC(C)(C)NC(=O)CN(C(=O)CCC(=O)Nc1ccccn1)c1ccc2c(c1)OCO2	-1	3	4	0.3	9	4	-4	4	-1
CCOC(=O)c1ccc(NC(=O)CSc2nc(SC)ns2)cc1	8	-5	6	-1.8	13	-9	0	-7	5
CCN(CC)S(=O)(=O)c1cc(C(=O)Nc2cc(C)on2)ccc1Cl	7	5	-13	3.0	-1	-2	1	-10	15
COc1ccc(C2C3=C(CC(C)(C)CC3=O)Nc3c2c(=O)[nH]c(=O)n3Cc2ccccc2)cc1 (stereo not drawn)	7	21	-5	22	7	-6	0	2	1
Cn1c(N)c(C#N)c2c(c1=S)CSC(C)(C)C2	7	-6	-11	12	9	-3	-4	-2	2

Ordered by the number under CRFR2-BP antag (descending): four from the list above
compound,CRFR2-BP antag
CCC(C)(C)NC(=O)CN(C(=O)CCC(=O)Nc1ccccn1)c1ccc2c(c1)OCO2,4
Cn1c(N)c(C#N)c2c(c1=S)CSC(C)(C)C2,-11
CCN(CC)S(=O)(=O)c1cc(C(=O)Nc2cc(C)on2)ccc1Cl,-13
Cc1nnsc1C(=O)N1CCC(CO)(Cc2ccccc2Cl)CC1,-16

(list continues)
SMILES	TAAR1 ag	TAAR1 antag	CRFR2-BP antag	CRFBP-R2 agonist	CHO-K1 Ca PAM	M5 PAM	M5 ag	CHRM4 PAM	M5 antag
Fc1ccc(Nc2cncc(-c3ccsc3)c2)cc1Cl	15	30	/	/	8	-6	3	-4	13
Cc1ccc(N(Cc2cc3ccccc3[nH]c2=O)C(=O)c2cccs2)cc1	2	-16	-2	0.5	24	2	-1	5	1
Cc1cccc(NC(=O)c2nc[nH]c2C(=O)NCCCCCNC(=O)OC(C)(C)C)c1	15	56*	1	-0.8	12	5	2	14	8
CC1(C)c2[nH]c3ccccc3c2C[C@@H]2C(=O)N(Cc3ccccc3Cl)C(=O)N21	13	49*	-1	2.3	-9	-8	-3	1	14
O=C(Nc1ccc2oc(-c3ccncc3)nc2c1)c1ccccc1F	50*	13	20	-1.4	5	2	-6	-5	-6
Cc1ccc2oc(=O)c3cnn(CC(=O)NCCC(C)C)c3c2c1	0	-2	-27	-0.3	6	-2	1	5	-5
COc1ccc(OC)c2cc3ccccc3cc12	2	-15	-11	15	-2	4	6	3	-4
COc1ccc(OCc2cc(C(=O)N3CCCC3)no2)c2ccccc12	-2	-39	-5	0.7	18	-2	-4	4	13
Cc1ccccc1NNC(=O)C(=O)NNc1ccccc1C	4	-32	1	0.5	6	0	-3	-6	12
O=C(Nc1nnc(-c2ccc(Cl)s2)o1)C1CC1	0	24	-2	0.4	9	4	-2	-3	2
O=C(O)CC1c2ccccc2CCN1S(=O)(=O)c1ccc(F)cc1 (stereo not drawn)	-3	8	4	-1.0	1	5	1	3	-6
O=C(O)C1CCN(c2ccc([N+](=O)[O-])cc2[N+](=O)[O-])CC1	0	-24	5	1.0	0	4	-3	12	5
Cc1cccc(C)c1NC(=S)NCCc1ccccn1	3	-16	-23	2.1	23	-4	-2	-6	5
Cc1nc(N)[nH]c(=O)c1CCCNc1ccc(CCCCC2(CCl)OCCO2)cc1	-1	-2	0	-3.5	17	-4	-2	-5	17
CN(CCCNC(=O)Cn1cccc1C(=O)c1ccccc1)C1CCCCC1	6	11	-9	-0.2	12	-6	-6	-3	-1
CC(=O)N1CCc2cc(S(=O)(=O)NCCCN3CCC(C)CC3)ccc21	2	-21	-2	0.9	-16	1	-2	-2	5
O=C(Nc1c(F)cccc1F)c1ccc2c(c1)CCN2S(=O)(=O)c1ccccc1	-2	37	-15	0.1	9	2	-5	-14	11
Cc1nc(NCCC(C)C)c2nnn(Cc3ccccc3)c2n1	16	15	-9	-1.4	-7	-3	3	-1	5
c1ccc(N2CCN(c3cnc4ccccc4n3)CC2)cc1	12	28	-4	0.5	14	1	-1	-8	0
CCCCNC(=O)/C(=C/c1ccccc1)NC(C)=O	0	-13	26	-1.1	24	7	-1	1	7
Cc1ccc(OCCCC(=O)Nc2cc(S(=O)(=O)N3CCOCC3)ccc2N2CCOCC2)cc1	-2	-9	5	-1.3	12	-1	1	3	0
O=C(Nc1cnn(Cc2ccc(F)cc2)c1)c1noc2c1CCCC2	1	-9	3	0.1	13	3	1	-3	8
Cc1cnc(NC(=O)Cc2ccccc2F)s1	3	0	-8	-0.6	16	0	0	0	4
CSc1cccc(-c2nnc(NC(=O)c3cccc(N4C(=O)CCC4=O)c3)o2)c1	1	-11	2	-2.0	12	1	4	5	-1
CCc1ccccc1NC(=O)c1ccc(-c2csc(C)n2)cc1	7	-1	-25	2.6	19	-9	-5	2	-2
COc1ccc(/C=C/C(=O)N(CC(C)C)CC(C)C)cc1Br	11	-8	3	-0.7	35	0	0	-2	-3
Cc1[nH]c2ccccc2c1C(=O)COC(=O)c1c(-c2c(F)cccc2Cl)noc1C	7	41	-48	2.0	-4	-10	0	-5	9
Cc1ccc(C(=O)NCC(=O)N/N=C/c2cccs2)cc1[N+](=O)[O-]	4	1	-38	28	8	1	-4	-5	6
Cn1c(=O)[nH]c(=O)c2c1nc(Br)n2CCSc1ncccn1	4	2	-8	0.1	19	-1	0	-1	3
COc1ccc(-n2c(SCC(=O)Nc3cc(C)on3)nc3ccccc3c2=O)cc1Cl	0	-7	-24	3.9	19	7	5	8	4
CC(C)OC(=O)Nc1ccc(Oc2c(F)c(F)c(F)c(F)c2F)cc1	10	15	9	7.4	-7	-1	0	-5	5
CSCC[C@H](NC(=O)C1CCN(S(=O)(=O)c2ccccc2)CC1)C(=O)NC1CC1	2	-36	2	-0.3	20	3	-5	2	2
CCOC(=O)c1nc(SC)n(C)c1C(=O)OCC	0	5	-2	-0.9	5	-1	0	5	1
COc1ccc(N2C(=O)CCC2=O)c(OC)c1	1	-24	14	-0.7	14	8	1	9	-7
Cc1nnc2ccc(-c3ccc(NS(=O)(=O)c4ccc(Cl)s4)cc3)nn12	7	-6	4	11	12	4	6	1	-2
CCOCCCNC(=O)CN1CCN(c2ccc(F)cc2)CC1	4	-17	13	-1.4	-2	-2	3	2	2
O=C(CSc1ncn[nH]1)Nc1cccc(S(=O)(=O)N2CCCCCC2)c1	4	-3	-8	0.7	24	-1	3	12	3
Cc1ccccc1OCC(=O)NCCNC(=O)c1ccccn1	3	1	-4	0.0	-4	-2	-1	-1	4
COc1ccc(NC(=O)CCSc2cc(C)c3ccccc3n2)cc1	-5	-15	14	0.1	5	-1	-5	1	5
O=C(Nc1ccc(Cl)cc1C(F)(F)F)C(Sc1nnc(-c2cccs2)o1)c1ccccc1 (stereo not drawn)	3	25	-40	-2.6	14	-2	2	-8	8
COc1ccc(C2C(C(=O)Nc3ccccn3)=C(C)Nc3ncnn32)c(OC)c1 (stereo not drawn)	0	8	-3	0.3	7	-5	1	0	2
O=[N+]([O-])c1ccc(N2CCCCC2)cn1	2	-17	-24	0.0	9	-2	-8	-4	2
CCOc1ccc(CCNC(=O)CSCC(=O)Nc2ccc(OC)cc2)cc1OCC	2	-23	-1	-0.4	-16	-7	-3	13	-1
COc1ccc(CCNC(=O)c2c([S-])n(-c3ccc(C)cc3)c3cccc[n+]23)cc1	-2	-2	12	-0.1	1	-6	-8	2	-2
C/C(=N\NC(=O)c1ccco1)c1cccc2ccccc12	-3	-17	8	-0.1	-8	-7	-5	3	12
COc1cccc(NC(=O)c2nn(C)c3c2CS(=O)(=O)c2ccccc2-3)c1	5	11	-15	0.1	4	5	-7	2	-6
O=C(CCC1CCCC1)N1CCN(C(=O)COc2ccccc2)CC1	7	-7	11	-1.8	7	9	-3	5	2
N=c1oc2ccc(Br)cc2cc1C(=O)NCc1ccccc1	0	9	-8	4.1	3	2	0	-3	14

Compound profiles, as listed above:
COc1ccc(C2C(C(=O)Nc3ccccn3)=C(C)Nc3ncnn32)c(OC)c1 (stereo not drawn) reads TAAR1 ag = 0; TAAR1 antag = 8; CRFR2-BP antag = -3; CRFBP-R2 agonist = 0.3; CHO-K1 Ca PAM = 7; M5 PAM = -5; M5 ag = 1; CHRM4 PAM = 0; M5 antag = 2
COc1ccc(OC)c2cc3ccccc3cc12 reads TAAR1 ag = 2; TAAR1 antag = -15; CRFR2-BP antag = -11; CRFBP-R2 agonist = 15; CHO-K1 Ca PAM = -2; M5 PAM = 4; M5 ag = 6; CHRM4 PAM = 3; M5 antag = -4

Later entries
SMILES	TAAR1 ag	TAAR1 antag	CRFR2-BP antag	CRFBP-R2 agonist	CHO-K1 Ca PAM	M5 PAM	M5 ag	CHRM4 PAM	M5 antag
Cc1ccc(S(=O)(=O)N2CCC(C(=O)Nc3ccc(S(=O)(=O)N4CCCC4)cc3)CC2)cc1	8	-9	-6	4.2	-4	-5	-1	-6	5
CC(=O)c1ccc(OC(=O)COc2ccccc2)cc1	-1	6	5	-0.2	5	6	-2	9	-3
OCCNc1nc(Nc2ccc(Br)cc2)nc2ccccc12	65*	60*	-17	-0.4	/	/	/	/	/
CN1CCN(c2nc3nonc3nc2N2CCN(C)CC2)CC1	8	-6	2	0.6	13	1	1	11	-4
Cc1ccc(CNC(=O)CSc2nc3[nH]ncc3c(=O)[nH]2)cc1	1	-19	-12	5.8	6	-3	-2	-7	-2
CCCCNC(=O)C1CC(=O)N(C2CCCC2)C1 (stereo not drawn)	3	-6	-15	0.1	22	-9	-2	19	13
Cc1ccc(-c2nnc(Nc3ccc(CC(N)=O)cc3)c3ccccc23)cc1	8	-19	-2	0.7	11	-6	-3	12	-1
O=C(Nc1ccccc1[N+](=O)[O-])c1cccc(N2C(=O)CCC2=O)c1	1	-10	24	-2.7	-5	8	0	-1	-6
COc1ccc(CCC(C)NCC2CCCCC2)cc1 (stereo not drawn)	7	-8	-16	3.5	17	-4	-7	-12	5
O=C(CCS(=O)(=O)c1ccc(Cl)cc1)NCCC1=CCCCC1	-2	-12	0	-0.7	-8	-6	1	2	9
Cc1cccc(NC(=S)N/N=C/c2c[nH]c3ccccc23)c1	17	-10	-26	1.4	19	8	-2	15	-3
